N370S GC: inhibits or activates N370S mutant glucocerebrosidase | Potency, µM (doses to about 59.4 µM), for inactives: at the top dose activity change, negative = inhibition, usual class: inhibitors | N370S GC spleen homogenate, 4MU-glucoside fluorescence | 0.092% of 330,000 active;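 further: 0% = full enzyme activity and -100% = no enzyme basal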
TDP1 block: blocks human tyrosyl-DNA phosphodiesterase 1. Q9NUW8. recombinant TDP1, AlphaScreen DNA substrate cleavage. Potency, µM (doses to about 130 µM), for the others: at the highest dose activity change, negative = inhibition, actives largely listed as inhibitors. 0.28% of 350,000 active. AID 485290; further: nearly all actives have a fitted effect of over 40% in size
Target sequence (Q9NUW8 whole entry, looked up): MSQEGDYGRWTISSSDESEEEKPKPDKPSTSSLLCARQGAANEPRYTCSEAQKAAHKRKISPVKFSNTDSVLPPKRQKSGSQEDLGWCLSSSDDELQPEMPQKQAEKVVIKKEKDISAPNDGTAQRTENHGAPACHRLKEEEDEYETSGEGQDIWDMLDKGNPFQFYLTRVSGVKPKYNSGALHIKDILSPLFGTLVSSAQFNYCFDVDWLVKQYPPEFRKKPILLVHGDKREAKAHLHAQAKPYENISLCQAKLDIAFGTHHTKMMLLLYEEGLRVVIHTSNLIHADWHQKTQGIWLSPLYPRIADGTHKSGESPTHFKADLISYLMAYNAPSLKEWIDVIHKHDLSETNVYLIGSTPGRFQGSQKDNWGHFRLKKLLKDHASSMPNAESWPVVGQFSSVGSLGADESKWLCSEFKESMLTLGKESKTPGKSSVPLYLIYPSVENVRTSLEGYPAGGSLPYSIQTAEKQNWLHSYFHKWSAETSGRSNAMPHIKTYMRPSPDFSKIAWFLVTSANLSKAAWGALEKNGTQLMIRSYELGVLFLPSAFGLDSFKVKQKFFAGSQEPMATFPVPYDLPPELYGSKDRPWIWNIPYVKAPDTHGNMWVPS
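Compounds were preincubated with Tdp1 (1 nM final) for 15 min at room temperature before substrate (15 nM final) started a 5 min reaction; beads (10 ug/ml final) were then added for 10 min before AlphaScreen detection.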
DT40 TDP1 no CPT: qHTS for Inhibitors of human tyrosyl-DNA phosphodiesterase 1 (TDP1): qHTS in cells in absence of CPT; DT40 Tdp1-/- hTDP1 cells, no CPT, ATP luminescence, 48 h; 15% of 420,000 active; AID 686978, 2013; Potency, µM (titrated, usually from 46.2 µM), without a hit: at the highest dose activity change, negative = growth inhibition, hits mostly inhibitors; further: nearly all actives have a fitted effect of over 55% in size
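A cellular qHTS used chicken DT40 cells lacking endogenous Tdp1 but carrying stably transfected human TDP1. Compounds were applied without camptothecin, and cell growth kinetics were judged by ATP-dependent luminescence after ≥48 hr.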
* marks the source's active call; other numbers are inactive results; ? = inconclusive; . = not tested or not shown; & = joins results of further samples; [ ] = remark or other dose. The call rests on the fitted dose curve; in most records, active means well fitted curve in the direction sought with a large enough effect; inconclusive means small, poorly fitted or top-dose-only effect, or another doubt; inactive means no such curve, though single readings can be large; an effect the other way counts as inactive or inconclusive. Unless noted, on the % scale 0 is the no-effect control and ±100 the full control effect; potency means the concentration at half of the fitted maximal effect. This is a subset, so the mix of outcomes need not match the whole.

Sample of the layout, 5 compounds:
canonical_smiles	N370S GC	TDP1 block	DT40 TDP1 no CPT
O=[N+]([O-])c1c(NCCCO)cc(SCc2ccco2)c2nonc12	8%	3%	21µM*
CC(C)c1ccc(S(=O)(=O)N2CCN(C(=O)n3ccnc3)CC2)cc1	.	3%	-1%
CC1(C)c2ccccc2N2CC(=O)N(CC(N)=O)C21C (stereo not given)	8%	7%	-12%
Nc1nonc1C(=O)NCCNC(=O)c1ccc(Cl)c(Cl)c1	-3%	11%	-17%
O=C(Cn1ccc2ccccc2c1=O)NCCC(=O)N1CCN(C2CCCCC2)CC1	4%	-1%	-16%

The whole of this part, repeating the preview:
canonical_smiles	N370S GC	TDP1 block	DT40 TDP1 no CPT
O=[N+]([O-])c1c(NCCCO)cc(SCc2ccco2)c2nonc12	8%	3%	21µM*
CC(C)c1ccc(S(=O)(=O)N2CCN(C(=O)n3ccnc3)CC2)cc1	.	3%	-1%
CC1(C)c2ccccc2N2CC(=O)N(CC(N)=O)C21C (stereo not given)	8%	7%	-12%
Nc1nonc1C(=O)NCCNC(=O)c1ccc(Cl)c(Cl)c1	-3%	11%	-17%
O=C(Cn1ccc2ccccc2c1=O)NCCC(=O)N1CCN(C2CCCCC2)CC1	4%	-1%	-16%
O=C(NN1CCOCC1)c1ccccc1NS(=O)(=O)c1ccc(F)cc1F	.	1%	0%
C=CCCC(=O)N1CCCC(C(=O)c2cccc(OC)c2)C1 (stereo not given)	-4%	.	?
Cc1cnc(NC(=O)CSc2nnc(C)n2N)s1	15%	-3%	-86%
Cc1cc(C)n(C(=O)c2nn(C)c(C)c2[N+](=O)[O-])n1	4%	-1%	1%
CC(NC(=S)Nc1ccc(S(N)(=O)=O)cc1)c1ccc2c(c1)OCO2 (stereo not given)	16%	1%	?
CCN(c1ccccc1)S(=O)(=O)c1cc(C(=O)Nc2cccc(Cl)c2)ccc1F	6%	0%	?
O=C(O)CC1(CC(=O)Nc2ccc(Cl)cc2C(=O)c2ccccc2)CCCC1	-5%	5%	-9%
O=[N+]([O-])c1cccc2ccc(/C=C/c3ccc(Cl)cc3)nc12	10%	3%	-4%
N=c1n(Cc2ccccc2)c2ccccc2n1CC(O)c1ccccc1 (stereo not given)	3%	3%	21µM*
CSc1n[nH]c(N)c1S(=O)(=O)c1ccc(Cl)cc1	-13%	.	10%
COc1ccccc1NC(=O)COc1coc(CN2CCN(c3ccccc3)CC2)cc1=O	-7%	-3%	-27%
Cn1c(NC(=O)C2CC2)cc(=O)n(C)c1=O	5%	7%	?
CC(=O)Nc1ccc(/C=C(\C#N)C(N)=O)cc1	-7%	.	-8%
CCC(C)NC(=O)Cn1c(=O)n(-c2ccc(C)cc2)c(=O)c2ccccc21 (stereo not given)	.	-1%	1%
Cc1c(Cl)cnc(NC(=O)COC(=O)c2cccc(S(=O)(=O)N3c4ccccc4CC3C)c2)c1Cl (stereo not given)	15%	-2%	?
CCCC(=O)N1CCN(c2ccc(NC(=O)c3sc4ccccc4c3Cl)cc2)CC1	4%	4%	?
Cc1ccc(C(=O)Nc2ccc3c(c2)CCC3)cc1	16%	3%	-6%
Cc1ccc(NC(=O)C2CCN(S(=O)(=O)c3cccc(C(F)(F)F)c3)CC2)nc1	-5%	.	-26%
CCN(CC)c1ccc2cc(C(N)=O)/c(=N\NC(=O)c3ccncc3)oc2c1	-2%	1%	?
COc1ccc(C(C(=O)NC2CCCC2)N(C(=O)c2ccco2)c2ccccc2C(C)=O)cc1OC (stereo not given)	0%	.	-26%
O=Nc1c(O)n(Cc2cccc(C(F)(F)F)c2)c2ccccc12	-4%	5%	-19%
O=C1NC(=O)c2cc(Br)cc3cccc1c23	-14%	-5%	-18%
Cc1ccc(NC(=O)/C(=C/C=C/c2ccccc2)NC(=O)c2ccccc2)cc1	27%	4%	10%
O=C(Nc1ccc2c(c1)CCC2)c1cccc(S(=O)(=O)Nc2ccccc2Cl)c1	?	3%	-14%
CC(=O)N(CN1C(=O)c2ccccc2C1=O)c1ccc2c(c1)oc1ccccc12	2%	-1%	2%
CC1CCN(S(=O)(=O)c2cccc(C(=O)N3CCN(c4ccc(F)cc4)CC3)c2)CC1	2%	8%[56.1 µM]	?
COc1ccc(C2(O)CCN(CC(=O)Nc3nccs3)CC2)c(OC)c1	7%	-7%	-18%
C=C1CCC[C@]2(C)C[C@H]3OC(=O)C(CNC(C)CC)[C@H]3CC12 (stereo not given in full)	-4%	.	?
COc1ccc(/C=N\NC(=O)c2ccccc2Br)cc1COc1ccccc1	-10%	5%	?
CCCCC(CC)CNC(=O)C(=O)C1C(=O)Nc2ccccc21 (stereo not given)	2%	8%	?
Cc1ccnc(NC(=O)CC(NC(=O)c2ccccc2Cl)c2ccccc2)c1 (stereo not given)	-1%	.	-18%
COCCNC(=O)c1onc(CSc2ccccc2C)c1C(=O)O	.	3%	2%
CN(C1=NS(=O)(=O)c2ccccc21)c1ccc(OC(=O)c2ccncc2)cc1	-7%	-2%	2%
CCCC(C(=O)Nc1nccs1)c1ccccc1 (stereo not given)	3%	-4%	-4%
COc1cccc(C2/C(=C(/O)c3ccc(C)cc3)C(=O)C(=O)N2Cc2ccco2)c1 (stereo not given)	3%	-5%	9%
O=C(Cc1ccccc1)Nc1ccccc1Sc1ccccc1	1%	0%	1%
COc1ccc(NC(=O)CSc2nnc(NC(=O)c3ccco3)s2)cc1	4%	4%	12%
Cn1nc(CC(=O)Nc2cccnc2N2CCOCC2)c2ccccc2c1=O	-3%	1%	.
COc1cccc(OC)c1OC(=O)/C=C/c1ccc(C)o1	10%	11%	-15%
COc1ccc(CC(=O)Nc2ccccc2C(=O)N2CCCC2)cc1	-9%	4%	-13%
O=c1[nH]c2ccccc2[n+]([O-])c1-c1ccccc1	2%	5%	6%
NC(=O)C1CCN(c2nnnn2-c2ccccc2)CC1	8%	1%	-25%
CCOC(=O)CC1COCCN1Cc1cn(C)nc1-c1ccccc1F (stereo not given)	3%	-5%	-15%
COC(=O)/C(=C\C(=O)c1ccccc1)Nc1ccc(OC)cc1	-5%	6%	-16%
COc1ncnc2sc3c(c12)CCCC3	13%	4%	-7%
CCCCn1c(-c2csc(C(C)C)c2)n[nH]c1=S	-2%	5%	-12%
COc1cc(C(=O)NCCOC(=O)c2cccc(N(C)C)c2)cc(OC)c1OC	-15%	.	-27%
NC(=O)c1ccccc1OCC(=O)NS(=O)(=O)c1ccc(Cl)cc1	4%	1%	-1%
Nc1nc(-c2cc(Cl)cc(Cl)c2OC(F)F)cs1	3%	9%	-18%
CC(C)CNC(=O)CCc1c[nH]c2ccccc12	-19%	5%	-1%
Cc1cnccc1CN(C)Cc1cn(C)nc1-c1cccc(Cl)c1	-21%	5%	?
CCOc1ccccc1C(=O)OC(C)C(=O)Nc1ccc(S(=O)(=O)N2CCCC2)cc1 (stereo not given)	.	0%	?
O=C(c1ccncc1)N1N=C2CCCCCC2C1(O)C(F)(F)F (stereo not given)	-15%	-6%	14%
O=C(O)CSc1nnc2n(-c3ccccc3)c(=O)c3ccccc3n12	-2%	2%	0%
CC1CCCCC1NC(=O)C1CCN(S(=O)(=O)c2cccc3nsnc23)CC1 (stereo not given)	4%	2%	4%

Following part.
canonical_smiles	N370S GC	TDP1 block	DT40 TDP1 no CPT
COc1ccc(Cl)cc1NC(=O)CN(C)CC(=O)Nc1ccccc1-c1ccccc1	1%	3%	23µM*
O=C(Oc1cccc2c(O)cccc12)c1ccccc1	1%	7%	?
CC(O)C1CCC2C3CC[C@H]4CC(O)CCC4(C)C3CC3(OCCO3)C12C (stereo not given in full)	?	4%	21µM*
O=C(/C=C/c1ccc(OCCCF)cc1)NCc1ccc(Cl)cc1	1%	2%	-27%
O=C(NC(=S)NC1CCCc2ccccc21)c1ccco1 (stereo not given)	?	8%	?
COc1ccc(N2CCN(S(=O)(=O)CCNC(=O)CCCc3ccccc3)CC2)cc1	-1%	0%	?
CCOc1ccc(CCNC(=O)c2nnn(CC(=O)Nc3ccccc3C)c2N)cc1OCC	0%	-9%	-9%
CCc1ccc(NC(=O)CCn2c(=O)c3cccn3c3ccccc32)cc1	?	6%&4%	18µM*
Cc1ccc(NC(=O)C(=O)NNC(=O)c2ccccc2C)cc1Cl	19%	6%	?
Cc1ccc(S(=O)(=O)NCCn2cnc([N+](=O)[O-])n2)cc1	-12%	-3%	-13%
CCCC(=O)Nc1ccc(NC(=O)c2ccco2)c(OC)c1	-3%	6%	-2%
O=C(CCCOc1ccccc1)NCCc1ccccc1	-24%	-6%	11%
CCN(CC(=O)NCc1ccc(Cl)cc1)C(=O)c1ccc(S(=O)(=O)NCc2ccco2)cc1	-14%	3%	?
CCOc1ccc(NC(=O)N2CCC(c3nc4ccccc4[nH]3)CC2)cc1	-2%	4%	-28%
COc1cc(/C=N/NC(=O)c2ccc(Cl)c(S(N)(=O)=O)c2)ccc1OCC(N)=O	-23%	-11%	-6%
C=CCOc1ccccc1CN1CCC(Oc2cc(C(=O)NC3CC3)ccc2OC)CC1	-2%	4%	-12%
N#CC(C(=O)c1ccco1)c1ccccn1 (stereo not given)	-3%	0%	0%
Cc1ccc(S(=O)(=O)N2CCOCC2)cc1C(=O)OCC(=O)NC1CCS(=O)(=O)C1 (stereo not given)	0%	3%	5%
O=S(=O)(Nc1ccc(S(=O)(=O)Nc2nccs2)cc1)c1ccc(Br)cc1	-10%	2%	-7%
COC(=O)/C(=C/Nc1ccccc1)[N+](=O)[O-]	-4%	2%	1%

Filtered by structure, those above containing a cyano group.
canonical_smiles	N370S GC	TDP1 block	DT40 TDP1 no CPT
CC(=O)Nc1ccc(/C=C(\C#N)C(N)=O)cc1	-7%	.	-8%
N#CC(C(=O)c1ccco1)c1ccccn1 (stereo not given)	-3%	0%	0%

Back to the main list, starting three compounds before the break.
canonical_smiles	N370S GC	TDP1 block	DT40 TDP1 no CPT
Cc1ccc(S(=O)(=O)N2CCOCC2)cc1C(=O)OCC(=O)NC1CCS(=O)(=O)C1 (stereo not given)	0%	3%	5%
O=S(=O)(Nc1ccc(S(=O)(=O)Nc2nccs2)cc1)c1ccc(Br)cc1	-10%	2%	-7%
COC(=O)/C(=C/Nc1ccccc1)[N+](=O)[O-]	-4%	2%	1%
Cc1ccc2c(c1)c1c3n2CCN(C(=O)c2cccc(C(F)(F)F)c2)C3CCC1 (stereo not given)	.	8%	23µM*
CCCCCCOC(=O)C[N+](C)(C)CCOC1CC2CCC1(C)C2(C)C (stereo not given)	-20%	8%	?
Cc1ccc(C)c(NC(=O)CN(C)C(C)C(=O)N2CC(C)CC(C)C2)c1 (stereo not given)	-9%	-9%	?
CCOc1ccc(NC(=O)CN(C)C(=O)c2cc(-c3ccc(OC)cc3)nc3ccccc23)cc1OCC	-1%	-2%[0.505 µM]	15µM*
C#CCOCCOCCOCCNc1nc(N2CCN(C(=O)[C@H](CCCN=C(N)N)n3cc(C(N)[C@@H](C)CC)nn3)CC2)nc(N2CCN(C(=O)[C@H](CCCCN)n3cc([C@@H](N)[C@H](C)CC)nn3)CC2)n1 (stereo not given in full)	.	3%	0%
CCCNC(=O)Cn1cnc2sc(C(=O)NCCN(CC)CC)c(C)c2c1=O	12%	-2%	-14%
Cc1ccc(N2CC(NC(=O)C3CCCC3)CC2=O)cc1C (stereo not given)	.	0%	-16%
COc1ccc(CC(=O)Nc2nc3c(s2)CC(C)CC3)cc1 (stereo not given)	.	7%	?
O=[N+]([O-])c1cc(S(=O)(=O)N2CCCC2)ccc1NCCc1ccccc1	-3%	3%	?
CCOC(=O)c1cc(-c2cc3ccccc3o2)nc2c1c(=O)[nH]c(=O)n2CCOC	13%	-5%	-17%
CCc1ccc(OC(=O)/C=C/c2ccco2)cc1	2%	.	14%
O=C(COC(=O)c1ccncc1)Nc1ccc2c(c1)OCO2	.	2%	16%
CN1CCOc2ccc(S(=O)(=O)NCCc3ccc(Cl)cc3)cc21	0%	7%	-6%
Nc1c(Cl)cc(Cl)cc1C(=O)OCC(=O)N1CCCC1	?	-1%	-4%
CCN(CC)C(=O)Cn1c(=O)n(-c2ccc(C)c(C)c2)c(=O)c2c3c(sc21)CCCCC3	.	4%	-8%
CCOC(=O)NC1(NCc2ccccc2)Oc2ccccc2O1	-1%	.	21µM*
CC(Sc1nnc(Cc2cccs2)n1C1CC1)C(=O)NC1CCS(=O)(=O)C1 (stereo not given)	-11%	0%	1%
O=C(c1ccc2c(c1)N(Cc1cccc(Cl)c1)C(=O)c1ccccc1S2(=O)=O)N1CCCCC1	.	1%	?
COC(=O)c1ccc(S(N)(=O)=O)o1	-9%	3%	-33%
